TAAR1 ag: human TAAR1 agonists, primary screen, Fluo-8 calcium fluorescence, CHO RD-HGA16 cells; Trace amine-associated receptor 1 (Homo sapiens), Q96RJ0; vehicle wells 0%, saturating PEA agonist 100%; activation, % at 3 µM; hit rate 0.99% among 360,000; AID 624467, 2012;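 active = activation above the mean activation of all test compounds in the run plus 3 SD, cut at about 38% in these data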
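System: CHO-derived RD-HGA16 cells with stable Gα16 and human TAAR1. Times: 17-24 h plating, Fluo-8 75 min 37 °C, 30 min RT. Measured by: calcium-sensitive Fluo-8 signal, excitation 470-495, emission 515-575 nm. Read-out basis: % activation relative to PEA EC100 response. Control set: DMSO and PEA EC100. Repeats: no replicates (n 1).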
CHRM1 antagonist: human M1 muscarinic receptor antagonists, primary screen, CHO-K1 cells, Fluo-8 calcium fluorescence, 1536-well; CHO-K1 hM1, ACh EC80 antagonist; hit rate 1.3% among 360,000; inhibition, % at 3 µM;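 active = percent inhibition above its own plate's cutoff, namely the mean of that plate's compound wells plus 3 SD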;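 also: peak over basal fluorescence ratio during 140 s after agonist addition; 0% = ACh EC80 plus DMSO and 100% = DMSO alone without agonist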
Target sequence (P11229 whole entry, looked up): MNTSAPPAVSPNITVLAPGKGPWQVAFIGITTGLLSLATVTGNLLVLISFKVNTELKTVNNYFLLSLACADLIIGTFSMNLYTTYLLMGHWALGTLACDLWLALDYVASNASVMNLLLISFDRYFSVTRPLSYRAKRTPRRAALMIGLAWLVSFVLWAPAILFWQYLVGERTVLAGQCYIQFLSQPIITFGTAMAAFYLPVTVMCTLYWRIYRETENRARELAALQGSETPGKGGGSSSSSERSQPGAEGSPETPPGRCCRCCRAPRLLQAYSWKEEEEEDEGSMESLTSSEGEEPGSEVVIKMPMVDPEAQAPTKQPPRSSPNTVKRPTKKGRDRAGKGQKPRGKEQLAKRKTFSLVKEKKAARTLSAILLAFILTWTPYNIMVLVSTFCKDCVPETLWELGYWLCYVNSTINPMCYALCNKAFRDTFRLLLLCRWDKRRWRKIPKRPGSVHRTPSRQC
V1R ag counter: agonists of human V1a receptor, primary screen, counter-screen for OXTR agonist project, fluorescence, CHO-V1R cells. Vasopressin V1a receptor (Homo sapiens), P37288. Fluo-8 calcium fluorescence, agonist mode; 0% DMSO, 100% 3 nM vasopressin. activation, % at 3 µM. hit rate 0.25% among 320,000. AID 2797, 2010;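 active = activation above the mean activation of all tested compounds plus 3 SD, per screening run, cut at about 20% in these data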;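 also: signal is peak over basal fluorescence ratio across a 100 second FLIPR read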
Target sequence (P37288 whole entry, looked up): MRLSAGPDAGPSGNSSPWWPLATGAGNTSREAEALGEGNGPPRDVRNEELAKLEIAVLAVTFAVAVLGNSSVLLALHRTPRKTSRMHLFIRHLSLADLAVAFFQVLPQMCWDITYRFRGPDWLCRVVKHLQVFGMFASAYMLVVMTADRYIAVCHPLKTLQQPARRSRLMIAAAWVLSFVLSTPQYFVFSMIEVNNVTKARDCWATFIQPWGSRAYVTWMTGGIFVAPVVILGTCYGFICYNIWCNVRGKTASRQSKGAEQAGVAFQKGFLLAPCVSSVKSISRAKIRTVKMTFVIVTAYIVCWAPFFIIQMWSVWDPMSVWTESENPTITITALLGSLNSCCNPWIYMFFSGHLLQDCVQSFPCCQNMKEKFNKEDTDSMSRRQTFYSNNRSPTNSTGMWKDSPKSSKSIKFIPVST
OXTR agonist: human OXTR agonists, primary screen, fluorescence, CHO-OTR cells, Fluo-8 calcium; activation, % at 3 µM; hit rate 0.32% among 320,000; Oxytocin receptor (Homo sapiens), P30559; Fluo-8 calcium fluorescence; normalized: DMSO 0%, oxytocin 100%;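 active = activation above the mean of all tested compounds plus 3 SD, cutoff set per screening run, cut at about 20% in these data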;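 also: peak over basal fluorescence ratio from a 100 s FLIPR kinetic read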
TAAR1 antagonist: human TAAR1 antagonists, primary screen, Fluo-8 calcium fluorescence, CHO RD-HGA16 cells; antagonist; inhibition, % at 3 µM; hit rate 1.5% among 360,000;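 active = inhibition above a per-plate cutoff, the mean inhibition of test compounds on that plate plus 3 SD, cut at about 49% in these data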;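 also: 0% = DMSO plus EC80 beta-PEA response and 100% = DMSO alone without agonist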
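Material: CHO RD-HGA16 cells bearing hTAAR1; compound dosing: one-point dosing, 3 µM nominal final; schedule: dye loading 75 min at 37 °C, then 30 min room temperature; measured by: calcium fluorescence with Fluo-8; control set: vehicle and agonist controls; replication: n of 1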
CHO parental Ca: ATP-evoked calcium signal inhibitors, parental CHO, primary screen, counter-screen for OX1R antagonist project, cell-based, fluorescence, Fluo-8 calcium dye; hit rate 0.63% among 330,000; inhibition, % at 5.6 µM; parental CHO-K1, ATP-induced calcium, Fluo-8 fluorescence;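 active = inhibition above that plate's mean sample inhibition plus 3 SD, cut at about 26% in these data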;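 also: 0% = ATP-challenged DMSO wells and 100% = DMSO wells without ATP; some compounds past the cut are filed as inactive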
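Test system: untransfected parental CHO cell line. Compound: one dose, 5.6 µM nominal. Detection: intracellular calcium via Fluo-8 no-wash fluorescent dye. Measure: % inhibition. Benchmarks: ATP-challenged DMSO wells low, unchallenged DMSO wells high.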
OXTR potentiate: human OXTR potentiators, primary screen, fluorescence, CHO-OTR cells, Fluo-8 calcium; hit rate 0.061% among 320,000; activation, % at 3 µM; Fluo-8 calcium fluorescence, potentiator mode; 0% = oxytocin EC15, 100% = EC100; Oxytocin receptor (Homo sapiens), P30559;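 active = activation above that plate's cutoff, the mean activation of tested compounds plus 3 SD, cut at about 6.6% in these data, passing the limit was not always enough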;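 also: 100% uses oxytocin at 75 nM as the full agonist control; some results filed as inactive read as strong as hits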
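Assay system: CHO-OTR cells, human receptor / Also added: oxytocin at about EC15, sub-maximal agonist stimulus / Dosing: single dose, 3.0 µM nominal final compound concentration / Incubation: 6 min pre-incubation, 100 s read / Technique: Fluo-8 calcium dye fluorescence / Read-out: % activation vs EC15 and EC100 oxytocin / Benchmarks: EC15 oxytocin low, 75 nM oxytocin high / Replicates: singlicate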
M1 ag: human M1 muscarinic receptor agonists, primary screen, Fluo-8 calcium fluorescence, CHO-K1 cells, HTS; Muscarinic acetylcholine receptor M1 (Homo sapiens), P11229; CHO-K1 hM1, agonist mode; 0% DMSO, 100% acetylcholine EC100; AID 588814, 2011; hit rate 0.33% among 360,000; activation, % at 3 µM;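 active = activation above the run's mean compound activation plus 3 SD, cut at about 16% in these data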;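 also: peak over basal fluorescence ratio within a 140 s kinetic read after compound addition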
M1 PAM: human M1 muscarinic receptor positive allosteric modulators, primary screen, CHO-K1 cells, Fluo-8 calcium fluorescence, 1536-well. activation, % at 3 µM. AID 588819, 2011. Muscarinic acetylcholine receptor M1 (Homo sapiens), P11229. hit rate 0.088% among 360,000. CHO-K1 hM1, ACh EC20; 0% = ACh EC20, 100% = maximal ACh; in the data active = activation above about 19%, passing the limit was not always enough
Starred values were filed as active, the others as inactive; x = not tested or not shown.

SMILES	TAAR1 ag	CHRM1 antagonist	V1R ag counter	OXTR agonist	TAAR1 antagonist	CHO parental Ca	OXTR potentiate	M1 ag	M1 PAM
C=CCOc1cccc(CNCc2cccnc2)c1	4	-2	0.5	-0.5	-24	-6	-11	-5	7
O=C1C=C(O)CC(c2ccco2)C1 (stereo not given)	1	-4	-0.3	1.0	-12	-1	-11	-3	7
O=C(NCc1nnc2c(C(F)(F)F)cc(Cl)cn12)c1ccc(Br)o1	-1	-8	-0.8	-0.5	2	-17	2	2	7
O=C(CSCc1ccccc1Cl)NNC(=S)Nc1ccccc1	0	-28	1.2	4.2	12	-10	-1	3	7
CCCCn1c(=O)c(CCC(=O)O)nc2ccccc21	1	-12	-0.3	0.2	1	-1	-6	-4	12
O=C(NCc1nnc2c(C(F)(F)F)cc(Cl)cn12)c1ccco1	7	-16	1.6	0.6	-17	-8	5	-1	11
CS(=O)(=O)c1ccc(NCCN2CCOCC2)c([N+](=O)[O-])c1	0	-3	0.5	1.5	5	2	-4	-6	2
CCOC(=O)c1c(C)[nH]c(C)c1S(=O)(=O)N1CCN(c2ccc(F)cc2)CC1	2	0	0.3	1.0	-29	-11	-5	-3	0
CCc1cc2c(=O)c(-c3ccc4c(c3)OCCO4)c(C)oc2cc1OS(C)(=O)=O	8	8	5.8	4.8	36	-4	-11	-3	-11
CNC(=O)CSc1nnc(-c2cccnc2)n1CCc1ccccc1	11	-1	0.4	1.1	-10	-1	-9	-5	7
Cc1cc(C)c(S(=O)(=O)Nc2cccc(-n3cnnn3)c2)c(C)c1	2	11	8.8	9.4	19	-1	-14	1	-8
O=C(OCN1C(=O)c2ccccc2C1=O)c1cccnc1SC(F)F	0	-8	1.1	0.4	-17	-9	-2	-3	8
Cc1cc(C)c2c(NC(=S)Nc3ccccc3)n[nH]c2n1	0	-5	0.5	0.7	-3	-4	-3	-5	6
Clc1cccc(CNc2ccn3nc(-c4cccs4)cc3n2)c1	5	-12	x	x	9	x	x	4	12
Cc1ccccc1-c1cnc(C(O)c2ccc(Cl)c(F)c2)[nH]1 (stereo not given)	7	-11	x	x	-22	x	x	-2	3
CN1CN=C(NS(=O)(=O)c2ccc([N+](=O)[O-])cc2)NC1	6	-8	0.8	0.6	-21	-2	-4	-3	4
O=c1cc(N2CCN(c3ccc(F)cc3)CC2)[nH]c(=O)n1Cc1ccc(F)cc1	2	5	2.1	-0.1	-9	-12	-6	0	-7
O=C(O)COc1ccc2c3c(c(=O)oc2c1)CCC3	15	-12	2.1	0.9	9	9	-26	-3	11
COc1ccc(C(=O)N(C)Cc2ccccc2)cc1Br	4	x	-0.9	-2.2	8	-11	1	x	x
O=C(Nc1ccc(Br)cc1)C1CCCN(C2=NS(=O)(=O)c3ccccc32)C1 (stereo not given)	3	-5	1.0	2.4	-3	-19	0	-6	10
O=C(NC1CCN(C(=S)Nc2ccccc2)CC1)C1CCCCC1	0	6	0.0	-0.1	2	-5	-1	-7	-2
COc1ccc(S(=O)(=O)Cc2ccc(C(=O)NCc3cccs3)o2)cc1	2	-2	2.3	3.2	6	-16	0	-2	1
COc1ccccc1C(c1nnnn1C(C)(C)C)N1CCN(Cc2ccncc2)CC1 (stereo not given)	4	6	-0.8	12	-6	-10	-11	-4	-3
CCN1CCN(C(=O)CS(=O)Cc2nc(-c3ccc(OC)cc3)oc2C)CC1 (stereo not given)	0	-3	-0.6	-0.7	3	0	-5	-7	5
Cc1cc(C)nc(NC(=O)Cc2ccc(Br)cc2)n1	8	7	-0.8	-0.6	-5	6	-10	-7	-3
New compounds follow
SMILES	TAAR1 ag	CHRM1 antagonist	V1R ag counter	OXTR agonist	TAAR1 antagonist	CHO parental Ca	OXTR potentiate	M1 ag	M1 PAM
NC(=O)c1ccc(-c2ncc(-c3ccccc3)o2)cc1	15	-8	1.2	-0.1	3	-4	3	-7	0
COc1ccccc1OCC(=O)NCc1cccs1	5	-14	0.3	-0.3	15	7	-7	1	11
CCCCc1nc(SCC(=O)Nc2ncccn2)n[nH]1	6	3	0.7	-0.5	-6	5	-6	-3	2
CCn1c(SCC(=O)NCc2cccs2)nnc1-c1ccco1	7	-15	3.0	0.0	-2	0	-9	0	12
COc1ccc2[nH]c3c(c2c1)CCN1C(=O)C(CC(=O)NCCN2CCOCC2)C[C@H](C(=O)N2CCCCC2)[C@@]31C (stereo not given in full)	13	-13	x	x	-23	-2	x	-4	10
O=C(O)C1CCCN1c1nc(C(F)(F)F)nc2ccccc12 (stereo not given)	3	-3	0.2	0.3	-2	-10	-10	-8	12
COc1ccc(OC)c(-n2c(-c3ccccc3)n[nH]c2=S)c1	2	5	-0.1	0.1	-3	4	-1	-6	-1
Cc1ccc(C(=O)NCCCN2CCOCC2)cc1S(=O)(=O)N1CCOCC1	4	3	0.4	0.1	-24	-2	-3	-4	1
Cc1ccccc1NC(=S)Nc1ccc2[nH]c(=O)[nH]c2c1	2	-13	-0.1	0.8	-5	9	-2	-3	14
O=C(CCNS(=O)(=O)c1cccc2nsnc12)N1CCN(c2ccccn2)CC1	x	89*	-0.2	0.1	x	-18	-15	-5	-22
O=C(/C=C/c1ccccc1)NCC(=O)N/N=C/c1ccccc1[N+](=O)[O-]	3	-12	-0.1	-0.5	8	-14	-6	-7	6
Cc1nn(-c2ccccc2)c(C)c1NC(=O)COc1ccc([N+](=O)[O-])cc1	8	11	-0.6	-1.8	14	-13	-4	-2	-6
CCC(Nc1nc(-c2ccccc2)nc2ccccc12)C(=O)O (stereo not given)	-2	-6	1.4	0.3	-2	-4	6	-4	6
O=C1CCC(C(=O)OCC(=O)Nc2ccccc2Br)=NN1	2	-4	x	x	-19	x	x	-1	4
Cc1cc(NC(=O)c2cccc(Oc3ccccc3)c2)n[nH]1	1	3	0.9	-0.4	-25	-9	-7	-5	6
O=C(/C=C/c1cccs1)NCc1ccc2c(c1)OCO2	2	-2	-0.2	-1.8	-2	-5	-4	-5	5
CCc1ccc(OC)c(S(=O)(=O)NCc2cccs2)c1	15	-18	0.1	-1.0	-7	-2	-3	6	23
CC(C)C(=O)N1CCC2(CC1)Oc1ccc(Cl)cc1C(=O)C21CC(c2ccc(Cl)cc2)=NO1 (stereo not given)	1	-7	1.1	0.3	14	-13	-3	-3	3
CCCC(C)(C)C(=O)N1CCC1(C)C(=O)NS(=O)(=O)c1ccccc1Cl (stereo not given)	-1	-11	x	x	1	x	x	-2	1
COc1cccc(C(=O)CN2C(=O)C(C)(C)Oc3ccc(C(=O)N4CCCCCC4)cc32)c1	7	3	0.7	-2.6	15	-38	-21	-3	-4
CCOC(=O)N1CCC(NC(=O)c2cc(S(=O)(=O)N3CCCCC3)ccc2F)CC1	3	6	1.1	1.4	-6	-19	-2	-2	0
CC(C)C[C@H]1CN([C@@H](CC(C)C)CN2CCC[C@@H]2CN2C(=S)NC[C@@H]2Cc2ccc(O)cc2)C(=S)N1CC1CCCCC1	-2	-6	x	x	-7	x	x	-8	2
Cc1cc(C)cc(C(=O)N(c2ccccn2)C(C)c2ccco2)c1 (stereo not given)	10	6	-1.8	-1.3	-13	-1	-4	-6	6
O=C(Nc1ccccc1N1CCCC1)c1cc(=O)[nH]c2ccccc12	4	-9	x	x	7	x	x	-1	3
Cc1cc(OCc2cc(C(=O)N(C)CC3CCOCC3)no2)cc(C)c1Cl	5	-12	10	5.5	14	-9	-7	-1	7
Following part.
SMILES	TAAR1 ag	CHRM1 antagonist	V1R ag counter	OXTR agonist	TAAR1 antagonist	CHO parental Ca	OXTR potentiate	M1 ag	M1 PAM
CN1/C(=C\C=C(/C#N)C(=O)Nc2ccc(Cl)cc2)C(C)(C)c2ccccc21	10	0	1.9	4.2	10	-13	-9	-1	1
COc1cc(C(C)=O)ccc1OCC(=O)N1CCC(Cc2ccccc2)CC1	1	-19	x	x	-9	x	x	-3	12
Cc1nn(C)cc1CNC(=O)c1cnn2c(C(F)F)cc(C3CC3)nc12	10	-12	-0.2	0.1	13	-12	-11	-4	-1
O=C(O)c1ccc2c(=O)[nH]c(CN3CCOCC3)nc2c1	5	-4	0.0	1.5	-5	1	-19	-3	8
CC(C)NC(=O)Nc1ccc2c(c1)C(=O)N([C@H](C)CO)C[C@@H](C)[C@@H](CN(C)C(=O)NC1CCCCC1)O2	3	-18	0.5	0.9	19	7	-3	2	8
CC(C)c1ccc(O)c(NC(=O)c2ncn[nH]2)c1	8	-7	1.2	2.1	7	-12	-2	-3	7
Cc1nnc(SCc2nnc(-c3cccs3)o2)n1C	15	-8	-0.2	0.4	3	6	-7	-3	7
Cc1cc(C)cc(N(CC(=O)N2CCC(C)CC2)S(=O)(=O)c2ccccc2)c1	12	-6	-1.5	-2.3	3	-7	-7	-5	6
COc1ccc(NC(C)=O)cc1S(=O)(=O)Nc1ccc(OCc2ccccc2)cc1	6	7	9.4	12	9	-3	-28	-4	-1
CCc1ccc(N2Cc3ccccc3C2)cc1	0	-12	-0.9	-0.7	-13	-17	0	-6	9
CN(C)c1ccc(NC(=O)CSCc2nc3c(nnn3Cc3ccc(F)cc3)c(=O)[nH]2)cc1	x	-8	-0.4	-0.8	x	-14	0	-10	5
CCOc1c(Br)cc(/C=C2\C(=O)N(CCC#N)N=C2C)cc1OC	4	-11	-1.0	-0.7	-25	-13	-22	-2	8
COc1ccc(-c2nnc(-c3cc4ccccc4oc3=O)o2)cc1	1	7	0.4	0.3	-4	-2	-5	-2	1
CCOc1ccc(C(CN2CCOCC2)C(C)=O)cc1OC (stereo not given)	8	4	x	x	-18	x	x	-2	-1

Screening data (PubChem)

No enrichment for hits; any-hit rate near 3.7%.
